esBAF inh – SWI/SNF esBAF complex inhibition. mouse ES cells, Bmi1-luciferase knock-in reporter, 24 h; 100% = twice the neutral-well signal. reporter increase, % at 12.5 µM. hit rate 2% among 350,000; in the data active means activation above about 40%;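 further: 0% = median of the plate's neutral control wells and 100% = double that signal; a rise in the Bmi1 reporter signal indicates esBAF inhibition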
miR122 inh – inhibitors of miR-122 in Huh7 cells | Huh7 miR-122 Renilla luciferase sensor, 48 h; neutral wells = 0, positive control = 100 | hit rate 0.3% among 340,000 | activation (reporter increase), % at 12.5 µM;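 active means mean replicate activation score at least 90 and every replicate individually at or above 90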;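 further: higher luciferase means less miR-122 activity so hits act as miR-122 inhibitors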
ERp5 inh – inhibitors of human ERp5 | AID 651711 | ERp5 insulin aggregation, absorbance 650 nm, 90 min | hit rate 0.05% among 350,000 | inhibition, % at 9.99 µM;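 active means mean replicate inhibition above about 25%, with every replicate also reaching it, limit read from the data, passing the limit was not always enough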
Target sequence (Q15084 whole entry, looked up): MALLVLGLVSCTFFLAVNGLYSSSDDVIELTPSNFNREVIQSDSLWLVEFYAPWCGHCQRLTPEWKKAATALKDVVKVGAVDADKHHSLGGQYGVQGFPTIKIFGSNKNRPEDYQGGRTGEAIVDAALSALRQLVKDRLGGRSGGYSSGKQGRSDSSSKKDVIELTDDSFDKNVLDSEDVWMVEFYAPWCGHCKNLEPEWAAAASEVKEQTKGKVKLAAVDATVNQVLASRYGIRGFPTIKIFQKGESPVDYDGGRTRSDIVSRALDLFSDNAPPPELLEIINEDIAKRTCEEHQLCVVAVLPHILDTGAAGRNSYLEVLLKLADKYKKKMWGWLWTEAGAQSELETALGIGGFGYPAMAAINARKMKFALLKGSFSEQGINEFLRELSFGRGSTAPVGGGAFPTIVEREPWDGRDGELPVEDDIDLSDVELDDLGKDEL
C2C12 statin – suppression of simvastatin myotoxicity. C2C12 myotubes + simvastatin, ATP luminescence, 48 h; scaled: DMSO 0, geranylgeraniol control 100. rescue of ATP level, % at 7.49 µM. hit rate 0.78% among 330,000;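 active means mean ATP rescue above about 67%, or every replicate alone reaching that limit, limit read from the data, passing the limit was not always enough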;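 further: myotubes were challenged with 10 µM simvastatin during compound exposure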
Cneo AK release – causes C. neoformans cell lysis | adenylate kinase release luminescence, 4 h; normalised: neutral wells 0, clomiphene wells 100 | lysis activity, % at 15 µM | hit rate 0.2% among 360,000;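 active means mean lysis activity across replicates of at least 80%, whatever share of replicates individually reach that level; inactive means mean lysis activity below 80%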
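Assay system: log-phase C. neoformans yeast / Quantity: yeast cell density of 5 × 10^6 cells/mL / Medium: fresh YPD growth medium / Compound: single dose / Timing: static 4 h at 37 °C with compound, 1 h detection / Measured by: adenylate kinase release luminescence / Read-out: lysis from increased AK signal / Benchmarks: Clomiphene as positive lysis control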
ARNT TACC3 PPI – ARNT/TACC3 interaction disruption; AlphaScreen His-ARNT PAS-B/GST-TACC3 binding, luminescence; TACC3 fragment carries E629A point mutation; Q9Y6A5; AID 623870; inhibition, % at 9.99 µM; hit rate 0.66% among 390,000;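 active means mean inhibition of replicates at least 50% and at least half of replicates each reaching 50%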;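 further: 0% = complete ARNT plus TACC3 wells and 100% = ARNT alone without TACC3; many hits fall short of the cut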
SIRT5 inh – blocks human SIRT5 desuccinylation of peptide; Q9NXA8; Purified SirT5, succinyl-peptide AMC, trypsin-coupled fluorescence; inhibition, % at 15 µM; hit rate 1.1% among 330,000; AID 652115; in the data active means inhibition above about 15%
Target sequence (Q9NXA8 whole entry, looked up): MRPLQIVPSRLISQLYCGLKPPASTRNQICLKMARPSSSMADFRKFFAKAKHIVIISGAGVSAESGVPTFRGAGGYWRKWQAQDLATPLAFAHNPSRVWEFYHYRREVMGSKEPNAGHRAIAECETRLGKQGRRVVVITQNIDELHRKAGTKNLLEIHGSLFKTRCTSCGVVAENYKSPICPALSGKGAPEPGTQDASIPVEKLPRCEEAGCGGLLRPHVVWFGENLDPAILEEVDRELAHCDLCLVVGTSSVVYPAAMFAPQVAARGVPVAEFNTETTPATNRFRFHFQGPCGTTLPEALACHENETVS
* marks the source's active call; other numbers are inactive results; / = not tested or not shown; [ ] = dose if it differs, or a comment.

The first 7 records (preview)
SMILES | esBAF inh | miR122 inh | ERp5 inh | C2C12 statin | Cneo AK release | ARNT TACC3 PPI | SIRT5 inh
O=C(NCc1nc(-c2ccc(C(F)(F)F)cc2)no1)Nc1ccc(F)cc1F | / | -3 | -1 | / | -1 | -10 | -5
O=C(NCCN1C(=O)S/C(=C\c2cccnc2)C1=O)c1cccc(OC(F)F)c1 | 4 | 2 | 2 | 0 | / | 12 | 1
O=C(c1ccc(NC2=NC3CS(=O)(=O)CC3S2)cc1)N1CCc2ccccc2C1 (stereo unspecified) | -4 | 2 | 2 | -8 | -1 | 1 | -1
Cc1cccc(-n2c(=O)c(C#N)cc3c(=O)n4ccccc4nc32)c1 | -6 | -1 | / | 14 | 1 | 1 | /
COCc1cn(CC[C@@H]2CC[C@@H](NC(=O)Nc3ccc(Cl)cc3)[C@@H](CO)O2)nn1 | -6 | / | -1 | -5 | 1 | -4 | -1
Cc1ccc(SCCC(=O)Nc2cccnc2)cc1 | / | -5 | 3 | / | / | -5 | 0
CN(CC(=O)NC1(C)CCS(=O)(=O)C1)S(=O)(=O)c1ccc(Cl)cc1 (stereo unspecified) | -8 | / | -13 | 15 | -2 | -2 | -5

Main list, from the start:
SMILES | esBAF inh | miR122 inh | ERp5 inh | C2C12 statin | Cneo AK release | ARNT TACC3 PPI | SIRT5 inh
O=C(NCc1nc(-c2ccc(C(F)(F)F)cc2)no1)Nc1ccc(F)cc1F | / | -3 | -1 | / | -1 | -10 | -5
O=C(NCCN1C(=O)S/C(=C\c2cccnc2)C1=O)c1cccc(OC(F)F)c1 | 4 | 2 | 2 | 0 | / | 12 | 1
O=C(c1ccc(NC2=NC3CS(=O)(=O)CC3S2)cc1)N1CCc2ccccc2C1 (stereo unspecified) | -4 | 2 | 2 | -8 | -1 | 1 | -1
Cc1cccc(-n2c(=O)c(C#N)cc3c(=O)n4ccccc4nc32)c1 | -6 | -1 | / | 14 | 1 | 1 | /
COCc1cn(CC[C@@H]2CC[C@@H](NC(=O)Nc3ccc(Cl)cc3)[C@@H](CO)O2)nn1 | -6 | / | -1 | -5 | 1 | -4 | -1
Cc1ccc(SCCC(=O)Nc2cccnc2)cc1 | / | -5 | 3 | / | / | -5 | 0
CN(CC(=O)NC1(C)CCS(=O)(=O)C1)S(=O)(=O)c1ccc(Cl)cc1 (stereo unspecified) | -8 | / | -13 | 15 | -2 | -2 | -5
Cn1c(=O)c2c(n(Cc3ccccc3)c1=O)NC(=O)C2CC(=O)NCc1cccc(Cl)c1 (stereo unspecified) | -2 | 6 | / | -1 | -1 | -5 | /
O=C(COc1cccc2cccnc12)Nc1ccccc1 | / | / | 0 | / | / | 10 | -1
COCC(=O)Nc1ccc2c(c1)C(=O)N(C)[C@@H]1CC[C@@H](CC(=O)N3CCc4ccccc4C3)O[C@H]1CO2 | -1 | 18[16.7 µM] | 0 | 11 | -1 | -2 | 0
Cc1ccc(S(=O)(=O)N2C[C@H]3n4c(=O)ccc(=O)n4C[C@H](OC(=O)NC4CC4)[C@@]3(O)C2)cc1 | -3 | 2 | 2 | 3 | 1 | / | 5
Cn1c(=O)n(CCc2ccccc2)c(=O)c2c1nc1n2CCN1Cc1ccco1 | 9 | 5 | / | -9 | -18 | 5 | /
CCOC(=O)c1c(C)[nH]c(C)c1S(=O)(=O)N(C)CC(=O)NCc1ccc(F)cc1 | -1 | -5 | 1 | 5 | 6 | -5 | -1
COCCSc1nc2c(c(=O)[nH]c(=O)n2C)n1CCCc1ccccc1 | -1 | -1 | 5 | 14 | -2 | -3 | -1
COc1ccc(S(=O)(=O)N2CCOCC2)cc1NC(=O)CSc1cccc[n+]1[O-] | / | 13 | -4 | / | 0 | 1 | 2
C/C(=N\NC(=O)c1ccc(CSc2cccc3cccnc23)cc1)C1CCCCC1 | -4 | 14 | -7 | 10 | / | 17 | -3
CN(C)C(=O)C[C@H]1CC[C@@H]2[C@@H](COc3ccc(NC(=O)c4ccc(F)cc4)cc3C(=O)N2C)O1 | 1 | / | 0 | 11 | 0 | -2 | -1
CC(C)(C)c1ccc(NC(=O)COC(=O)c2ccc([N+](=O)[O-])s2)cc1 | / | -8 | / | / | -3 | 2 | /
CC(C)CN1C(=O)c2ccc(NC(=O)C3CC3)cc2C1=O | 0 | 7 | 3 | -11 | 1 | -5 | -4
O=C(CN1CCOCC1)N[C@H]1CC[C@@H](CCNS(=O)(=O)c2ccccc2F)O[C@H]1CO | 0 | -2[16.7 µM] | 1 | -5 | -2 | -8 | 0
C/C(=N\NS(=O)(=O)c1ccc(Cl)cc1)c1ccc(NC(=O)c2ccco2)cc1 | / | / | 1 | / | / | -3 | 8
CN(CC(=O)Nc1ccc(OC(F)(F)F)cc1)C(=O)/C=C/c1ccco1 | -3 | 0 | 7 | -6 | -2 | 2 | -2
COc1cccc(NC(=O)c2ccccc2-c2nc(-c3ccc(Cl)cc3)no2)c1 | 35 | 13 | / | 34 | 1 | -1 | /
N#Cc1cnn2c(N)c(-c3ccc(Cl)cc3)cnc12 | / | / | -7 | / | / | -6 | -1
CC(=O)N(C)C[C@H]1Oc2ncc(C#C[C@@H](C)O)cc2C(=O)N([C@@H](C)CO)C[C@@H]1C | 5 | 1[16.7 µM] | -3 | 6 | -3 | -6 | 0

(listing goes on)
SMILES | esBAF inh | miR122 inh | ERp5 inh | C2C12 statin | Cneo AK release | ARNT TACC3 PPI | SIRT5 inh
COc1ccc(CNS(=O)(=O)CCNC(=O)c2ccc(OC)cc2)cc1 | -3 | / | 2 | 5 | 2 | 5 | -1
O=C(O)CC(c1ccccc1F)N1Cc2ccccc2C1=O (stereo unspecified) | -2 | 4 | -3 | -12 | 2 | -1 | 0
NNc1nnc2c3cc(F)ccc3n(Cc3ccccc3)c2n1 | / | / | 4 | / | / | 26 | -5
O=C(Cc1csc(Nc2nc(=S)[nH]c3ccccc23)n1)NCCCN1CCN(c2cccc(Cl)c2)CC1 | / | / | -4 | / | / | 20 | 1
C[C@@H]1CCCCO[C@@H](CN(C)S(=O)(=O)c2ccccc2)[C@H](C)CN([C@H](C)CO)C(=O)c2cc(NC(=O)NC3CCCCC3)ccc2O1 | 7 | -1[16.7 µM] | -3 | / | -1 | 8 | 0
COc1cc(/C=C/C(=O)OCC(=O)NC(=O)NC(C)C)ccc1OCC#N | / | 23 | / | / | 3 | 1 | /
COc1ccccc1/C=C1\SC(=O)N(CCC(=O)NCCCn2ccnc2)C1=O | 14 | 19 | 6 | 3 | 14 | -1 | -2
O=C1c2ccc3c4c(ccc(c24)C(=O)N1c1ccc2ccccc2c1)CC3 | -4 | 14 | / | / | 2 | 0 | /
O=C(c1ccccn1)N1CC[C@@H]2[C@H]1c1cc(Br)ccc1N[C@@H]2CO | 17 | -1[16.7 µM] | 1 | 43 | 33 | 69* | 4
C/C(=N\Nc1ccc(F)cc1)c1ccc(N2CCOCC2)c(F)c1 | 1 | 13 | -2 | 1 | -7 | 25 | -2
Cc1cccc(OCc2nnc(SCc3cc(=O)n4cc(Br)ccc4n3)o2)c1 | -2 | -6 | / | / | 1 | -1 | /
O=C(Cn1cccn1)c1ccccc1 | / | / | -1 | / | / | -1 | -1
O=C1c2cc(O)c(O)cc2S(=O)(=O)C1c1ccccc1 (stereo unspecified) | -8 | / | -7 | 5 | 0 | 7 | /
CC(=O)Nc1cccc(NC(=O)c2ccc3[nH]c(C)c(C)c3c2)c1 | 49* | -2 | 9 | -23 | -3 | 3 | -3
O=C(COC(=O)Cc1ccc(F)cc1)Nc1cc(S(=O)(=O)N2CCOCC2)ccc1N1CCCC1 | / | / | 2 | / | / | -12 | -3
Cc1sc2ncnc(SCC(=O)c3ccc(O)cc3O)c2c1C | / | / | -3 | / | / | -4 | -4
COc1ccc2c(c1)sc1nc(=O)ccn12 | 2 | / | -2 | 6 | 0 | 2 | -8
O=C(NCCCN1CCOCC1)c1ccc2c(c1)N(Cc1cccc(F)c1)C(=O)c1ccccc1S2 | -2 | -1 | -6 | -6 | -9 | 3 | -2
Nc1nc(CN2CCN(c3ccccc3F)CC2)nc(N2CCCc3ccccc32)n1 | -4 | 1 | 12 | -8 | 14 | / | -8
O=C(C[n+]1ccccc1)Nc1ccccc1C(F)(F)F | 4 | -2 | 3 | -2 | 1 | -3 | -6
O=C(NCCN=C1NS(=O)(=O)c2ccccc21)c1ccccc1 | -2 | -2 | -7 | -8 | 2 | 1 | 1
Cc1[nH]n2c(=O)c3c(nc2c1-c1ccccc1)CCCC3 | -10 | 2 | / | 24 | -3 | 5 | /
COC(=O)c1ccc(N=Cc2c(C(F)(F)F)[nH]n(C)c2=O)cc1 | -6 | -2 | 3 | 0 | 1 | -6 | -4
Cc1ccc(NC(=O)CN(C)C(=O)c2ccccc2OCc2c(C)noc2C)cc1 | 16 | -8 | 2 | -1 | 2 | -1 | -2
CCOc1cc(-c2noc(CCC(=O)NCC3CCCO3)n2)ccc1OC (stereo unspecified) | -5 | / | 0 | 4 | 0 | -3 | -3

Carrying on.
SMILES | esBAF inh | miR122 inh | ERp5 inh | C2C12 statin | Cneo AK release | ARNT TACC3 PPI | SIRT5 inh
COc1ccc(S(=O)(=O)Nc2ccc3c(c2)C(=O)N([C@H](C)CO)C[C@H](C)[C@@H](CN(C)Cc2ccc(C(F)(F)F)cc2)O3)cc1 | 3 | 21[16.7 µM] | -4 | -84 | -5 | -1 | 6
Cc1ccc(N(C)/N=C/c2ccc(Cl)cc2Cl)nn1 | 42* | -2 | 1 | -3 | -1 | -12 | -1
Cn1c(=O)cc(SCC(=O)NCC2CCCO2)c2ccccc21 (stereo unspecified) | / | -4 | / | / | -1 | 5 | /
COc1ccc(C(=O)NN(c2ccccc2)c2ccccc2)cc1 | -8 | -4 | / | -12 | 7 | -3 | /
COc1ccccc1OCC(=O)NNC(=O)c1ccoc1C | / | / | 7 | / | / | 0 | 0
Cc1ccc(NC(=O)/C=C\C(=O)NCC(=O)O)cc1C | / | 4 | / | / | -4 | 0 | /
Cc1cc(N2CCC(C(=O)NCC3CC3)CC2)nc(-c2ccccc2)n1 | 1 | -4 | / | 5 | 3 | / | /
c1ccc(C2c3[nH]c4ccccc4c3CCN2Cc2cccn2-c2ccccn2)nc1 (stereo unspecified) | / | -14 | -1 | / | 0 | 22 | 2
COc1ccc(-c2ccc(CCC(=O)O)n2-c2ccccc2O)cc1 | 20 | 11 | 3 | -26 | 4 | 3 | -4
CCn1c(=O)c(=O)[nH]c2cc(C(=O)N3CCN(c4ccccc4F)CC3)ccc21 | -5 | -8 | / | -9 | -2 | 9 | /
O=C(Nc1n[nH]c(=S)s1)c1ccc2ccccc2c1 | 19 | -5 | 3 | 6 | -3 | -3 | 0
C[C@H]1CN([C@@H](C)CO)C(=O)Cc2cc(NC(=O)Nc3cccc4ccccc34)ccc2O[C@@H]1CN(C)C | -2 | 3[16.7 µM] | -1 | -16 | 6 | -6 | 2
O=C(CN1CCOCC1)N[C@@H]1CC[C@H](CCNC(=O)C2CCC2)O[C@@H]1CO | -4 | -5[16.7 µM] | -3 | -4 | -19 | 3 | 3
CCCN1C(=O)c2[nH]nc(-c3cc(Cl)c(C)cc3O)c2C1c1ccc(O)c(OC)c1 (stereo unspecified) | / | / | -5 | / | / | -9 | -2

5 records picked at random from the list so far, as already listed:
SMILES | esBAF inh | miR122 inh | ERp5 inh | C2C12 statin | Cneo AK release | ARNT TACC3 PPI | SIRT5 inh
C[C@@H]1CCCCO[C@@H](CN(C)S(=O)(=O)c2ccccc2)[C@H](C)CN([C@H](C)CO)C(=O)c2cc(NC(=O)NC3CCCCC3)ccc2O1 | 7 | -1[16.7 µM] | -3 | / | -1 | 8 | 0
COCc1cn(CC[C@@H]2CC[C@@H](NC(=O)Nc3ccc(Cl)cc3)[C@@H](CO)O2)nn1 | -6 | / | -1 | -5 | 1 | -4 | -1
Cc1ccc(S(=O)(=O)N2C[C@H]3n4c(=O)ccc(=O)n4C[C@H](OC(=O)NC4CC4)[C@@]3(O)C2)cc1 | -3 | 2 | 2 | 3 | 1 | / | 5
COc1ccccc1/C=C1\SC(=O)N(CCC(=O)NCCCn2ccnc2)C1=O | 14 | 19 | 6 | 3 | 14 | -1 | -2
Cc1cc(N2CCC(C(=O)NCC3CC3)CC2)nc(-c2ccccc2)n1 | 1 | -4 | / | 5 | 3 | / | /

Assay outcomes deposited in PubChem BioAssay by Broad Institute.
